ATXN2 expr inh: Primary qHTS for Inhibitors of ATXN expression; 360,000 tested, 0.72% active; HEK-293 ATXN2-luciferase reporter, luminescence, 24 h; Potency, µM (titrated, usually from 57 µM), for inactives: top-dose activity change, negative = inhibition, hits mostly inhibitors; further: potency means the concentration at half of the fitted maximal effect; on the % scale 0 is the no-effect control and ±100 the full control effect; nearly all actives have a fitted effect of over 55% in size
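ATXN2-luciferase reporter cells (luciferase flanked by upstream and downstream ATXN2 gene portions) were treated 24 h at 37 °C with compounds at up to 57 uM. SteadyGlo luminescence gave expression; GF-AFC fluorescence gave viability.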
HepG2 viability: qHTS for Inhibitors of TGF-b: Cytotox Counterscreen; 410,000 tested, 0.76% active; HepG2 CAGA-GFP viability, ATP luminescence, 18 h; AID 588856, 2011; Potency, µM (doses to about 46.1 µM), for inactives: at the highest dose activity change, negative = cytotoxicity, most hits filed as cytotoxic; further: potency means the concentration at half of the fitted maximal effect; some results filed as inactive show a strong effect at the top dose
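CellTiter-Glo luminescence gave cytotoxicity after 18 hours at 37 degrees C. The cells were HepG2 CAGA-GFP in 1% FBS DMEM, stimulated with 500 pg/mL TGF-beta after compound addition. %Activity was normalised to no-cell wells (complete cell-killing) and DMSO (no toxicity), and curves were fitted and classified.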
MCF10A rereplic: A quantitative high throughput screen for small molecules that induce DNA re-replication in MCF 10a normal breast cells. MCF 10A DNA re-replication, Hoechst nuclear intensity, 48 h. Potency, µM (titrated, usually from 46.1 µM), for the others: at the highest dose activity, positive = re-replication, hits mostly activators. 350,000 tested, 2.9% active; further: potency means the concentration at half of the fitted maximal effect; % of control where 0% means no effect; nearly all actives have a fitted effect of over 50% in size
S2 tox: Viability Counterscreen for Primary qHTS for Inhibitors of ATXN expression | Potency, µM (doses to about 56.7 µM), usual class: cytotoxic | S2 cells (HEK-293 line with an ATXN2-luciferase reporter) viability, CellTiter-Fluor protease fluorescence, 24 h | 400,000 tested, 0.49% active; further: potency means the concentration at half of the fitted maximal effect; nearly all actives have a fitted effect of over 40% in size
A549 viability: Nrf2 qHTS screen for inhibitors: counterscreen for cytotoxicity; A549 ARE-Fluc cells, CellTiter-Fluor viability, 18-24 h; Potency, µM (series often up to 46 µM), for inactives: at the highest dose activity change, negative = cytotoxicity, usual class: inhibitors; 390,000 tested, 0.16% active; AID 504648, 2011; further: potency means the concentration at half of the fitted maximal effect; on the % scale 0 is the no-effect control and ±100 the full control effect
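A549 ARE_Fluc cells in 5% FBS OPTI-MEM were exposed to compounds in concentration-response for 18-24 h at 37 deg C. Viability was read by CellTiter-Fluor fluorescence (Ex 405/Em 525) after 30 min, before the luciferase read.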
Nrf2 activator: qHTS of Nrf2 Activators; Potency, µM (doses to about 46.1 µM), for the others: at the highest dose activation, most hits filed as activators; AREc32 ARE-luciferase reporter (MCF7-derived line), luminescence, 24 h; 410,000 tested, 0.31% active; AID 624171, 2012; further: potency means the concentration at half of the fitted maximal effect; % of control where 0% means no effect; nearly all actives have a fitted effect of over 65% in size
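Reporter line AREc32 (ARE-Fluc), seeded overnight in OPTI-MEM with 5% FBS; compound pin-transferred, 24 hr at 37 deg C, 5% CO2; luminescent read-out.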
TGFb SMAD3 inh: qHTS for Inhibitors of TGF-b. 410,000 tested, 1.2% active. Potency, µM (highest dose often 46.1 µM), for the others: at the highest dose activity, negative = inhibition, actives largely listed as inhibitors. AID 588855, 2011. HepG2 CAGA-GFP TGF-b/SMAD3 reporter, GFP fluorescence, 18 h; TGF-beta stimulated, 500 pg/mL final; further: potency means the concentration at half of the fitted maximal effect; on the % scale 0 is the no-effect control and ±100 the full control effect; nearly all actives have a fitted effect of over 65% in size
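HEPG2 CAGA-GFP, 1000 cells/well; 2 h settle, 37 C; cpd via pin tool; TGF-b 500 pg/mL final; 18 h, 37 C; GFP imaging ex488/em500-530; %Activity normalised to -TGF-b and +DMSO controls; CRC fit, curve class.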
Nrf2 inh: Nrf2 qHTS screen for inhibitors | AID 504444, 2011 | A549 ARE-Fluc reporter, luciferase luminescence, 18-24 h | 360,000 tested, 2.1% active | Potency, µM (doses to about 46 µM), for the others: at the top dose activity change, negative = inhibition, actives largely listed as inhibitors; further: potency means the concentration at half of the fitted maximal effect; on the % scale 0 is the no-effect control and ±100 the full control effect; nearly all actives have a fitted effect of over 60% in size
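Cells were seeded and rested 2 h, then exposed to compounds for 18-24 h. CellTiter-Fluor was read first as a viability measure. BugLite was added 15 min before the final luminescent read of ARE-luciferase activity in A549 cells.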
IL1B secr inh: qHTS for Inhibitors of Inflammasome Signaling: IL-1-beta AlphaLISA Primary Screen; THP-1 LPS/ATP IL-1B secretion, AlphaLISA, 16 h; stronger effect = lower value; activity change, % at 57.5 µM; 360,000 tested, 4.7% active; AID 743279, 2014; in the data active means activity change below about -50%; inconclusive means mostly about -30% to -49%; further: on the % scale 0 is the no-effect control and ±100 the full control effect
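Secreted IL-1B measured by AlphaLISA bead assay after 16 h compound exposure of THP-1 cells; compounds (final up to 57.5 uM) added 1 h before LPS (250 ng/mL) and ATP (1.25 mM) stimulation; lower signal means less secretion.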
* marks the source's active call; other numbers are inactive results; i = inactive; ? = inconclusive; . = no result given; & = joins results of further samples; ! = repeats disagree; [ ] = remark or other dose. Unless noted, the call rests on the fitted dose curve; in most records, active means well fitted curve in the direction sought with a large enough effect; inconclusive means small, poorly fitted or top-dose-only effect, or another doubt; inactive means no such curve, though single readings can be large; an effect the other way counts as inactive or inconclusive.

Sample of the layout, five compounds:
SMILES | ATXN2 expr inh | HepG2 viability | MCF10A rereplic | S2 tox | A549 viability | Nrf2 activator | TGFb SMAD3 inh | Nrf2 inh | IL1B secr inh
O=C(COC(=O)/C=C/c1ccccc1Cl)NCCc1ccc(Cl)cc1Cl | 7% | 9% | 1% | i | -4% | 0.4% | 11% | 6% | 3
O=C1Nc2ccccc2/C1=C/c1cccnc1 | -13% | -8% | ? | i | 5% | 10% | -3% | -3% | -65*
CCCCC(O)(CCCC)C(=O)NNc1ccccc1 | 3% | 6% | -2% | i | 17% | 4.1% | ? | 0% | -1
Cc1ccccc1N1CCN(C2CCCN(C(=O)c3cn4cccc(C)c4n3)C2)CC1 (stereo not given) | ? | -4% | 21% | ? | -6% | -0.1% | 4% | 7% | 0
Cc1nn(-c2ccc(N3CCCC3)nn2)c(C)c1CCC(=O)NCc1ccccc1 | . | -2% | . | . | 2% | -1.2% | 6% | 6% | .

The listing (from the top)
SMILES | ATXN2 expr inh | HepG2 viability | MCF10A rereplic | S2 tox | A549 viability | Nrf2 activator | TGFb SMAD3 inh | Nrf2 inh | IL1B secr inh
O=C(COC(=O)/C=C/c1ccccc1Cl)NCCc1ccc(Cl)cc1Cl | 7% | 9% | 1% | i | -4% | 0.4% | 11% | 6% | 3
O=C1Nc2ccccc2/C1=C/c1cccnc1 | -13% | -8% | ? | i | 5% | 10% | -3% | -3% | -65*
CCCCC(O)(CCCC)C(=O)NNc1ccccc1 | 3% | 6% | -2% | i | 17% | 4.1% | ? | 0% | -1
Cc1ccccc1N1CCN(C2CCCN(C(=O)c3cn4cccc(C)c4n3)C2)CC1 (stereo not given) | ? | -4% | 21% | ? | -6% | -0.1% | 4% | 7% | 0
Cc1nn(-c2ccc(N3CCCC3)nn2)c(C)c1CCC(=O)NCc1ccccc1 | . | -2% | . | . | 2% | -1.2% | 6% | 6% | .
CN(CCNC(=O)C1CCN(c2ncnc3c2nc2n3CCCCC2)CC1)Cc1ccccc1 | -10% | -8% | -2% | i | 6% | 0.6% | -10% | -22% | ?
COC(=O)[C@@H]1C[C@@]2(O)[C@H](O)[C@H](O)[C@H](O)C[C@H]2N1CC(c1ccccc1)c1ccccc1 | 9% | 2% | -5% | i | 7% | -1.0% | 24% | -1% | 27
CC1(C)CC(=O)C(Br)=C(O)C1 | -17% | -45% | -4% | i | 1% | -0.2% | -24% | -15% | -6
CCCCNC(=O)c1ccc2c(c1)N(CC)C(=O)c1ccccc1S2(=O)=O | 3% | -16% | -2% | i | -6% | -0.3% | 8% | ? | -18
CCOc1ccc(C(=O)Nc2ccc(Cl)cn2)cc1Cl | 57%[activator] | -33% | -3% | i | 3% | 1.0% | -12% | ? | ?
OC(c1cccs1)(c1cccs1)C1C[N+]2(CF)CCC1CC2 (stereo not given) | -12% | 4% | 6% | i | -7% | 0.0% | 1% | -7% | 1
CC(=O)c1ccc(N2CCN(S(=O)(=O)c3ccc4c(c3)CC(=O)N4C)CC2)cc1 | . | -10% | -4% | i | -6% | 2.3% | 5% | -2% | 8
COc1ccc(C(=O)COC(=O)C2CCN(c3ccc(C(F)(F)F)cn3)CC2)c(OC)c1 | 2% | -25% | 2% | i | -4% | -0.1% | -2% | 19% | 17
CCOC(=O)C(=NC(C)CC)NNc1cccc(C(F)(F)F)c1 (stereo not given) | -9% | -21% | ? | i | 15% | 2.9% | ? | 6% | -6
CCC(=O)Nc1cccc(NC(=O)CSc2nnc(-c3ccc(NS(C)(=O)=O)cc3)n2C)c1 | 13% | 2% | -6% | i | -3% | -0.4% | -7% | 6% | 18
CCN(CC)C(=O)Cn1cc(S(=O)(=O)CC(=O)Nc2ccc(OC)c(OC)c2)c2ccccc21 | 1% | 0% | 8% | i | -4% | -0.3% | 18% | 5% | i
O=C(Nc1ccc(F)cc1)c1ccc2[nH]c(=O)c(=O)[nH]c2c1 | . | 2% | -12% | . | -7% | 3.2% | 17% | 7% | 10
COc1ccc(CC(=O)N2CCOCC2)cc1OC | 4% | -1% | -6% | i | 3% | -0.4% | -5% | 10% | 11
O=C(CSc1ccccc1)Nc1ccc(N2CCOCC2)cc1 | 61%[activator] | 3% | 0% | i | 1% | 9.6% | -3% | 30% | 3
C(=C\c1ccccc1)/CSc1nnc(-c2cccnc2)n1Cc1ccco1 | . | -17% | 2% | . | -8% | 0.3% | 0% | -6% | ?
CN1CCN(C(=O)C2=C[C@@H](C3CC3)C[C@@H](OCc3ccc(CO)cc3)O2)CC1 | 2% | -47% | 98% | i | 2% | -0.8% | 3% | -8% | -7
C=CCn1c(N)cc(=O)nc1SCC(=O)Nc1cccc2ccccc12 | -7% | -4% | 4% | ? | 3% | -0.1% | -26% | 14% | -6
O=S(=O)(c1ccc(OCC(O)CN2CCN(c3ccccc3O)CC2)cc1)N1CCOCC1 (stereo not given) | -26% | -16% | -6% | i | 0% | -0.9% | -26% | -10% | 12
COc1ccc(CCC(=O)N2CCN(S(=O)(=O)c3ccc(OC(F)(F)F)cc3)CC2)cc1 | 0% | 0% | 4% | i | 1% | 2.1% | -4% | -5% | -7
Cc1ccc(OCC(=O)Nc2ccc3nn(-c4ccc(C)cc4)nc3c2)cc1 | 27% | -8% | . | i | -10% | -0.1% | 1% | ? | .
COc1ccc(CCN2C(=NC(=O)CC(C)C)SC3CS(=O)(=O)CC32)cc1 (stereo not given) | 1% | 4% | 17% | i | -2% | -0.7% | -11% | -16% | 0
CCNCCNC(=O)c1c(O)c2ccccc2n(CC)c1=O | -18% | -15% | 0% | i | 2% | -0.6% | -2% | 1% | -16
O=C(O)C1CCCN1C(=O)C1CCN(S(=O)(=O)c2cccc(C(F)(F)F)c2)CC1 (stereo not given) | 8% | 38% | 2% | i | 1% | 2.8% | 8% | 2% | 18
CCN=c1scc(-c2ccc(F)cc2)n1/N=C/c1ccccn1 | 38% | -2% | 13%[9.22 µM] | . | -9% | 2.2% | 0% | ? | -51*
Cc1ccc(S(=O)(=O)CCC(=O)OCC(=O)N(C)C2CCS(=O)(=O)C2)cc1 (stereo not given) | 6% | -1% | -13% | i | 0% | 0.5% | 3% | -6% | 1
CC(=O)Nc1ccc(S(=O)(=O)Nc2cc([N+](=O)[O-])ccc2C)cc1 | 9% | 3% | ? | i | -2% | 0.5% | -1% | -17% | 67
CCN(CC(=O)Nc1ccc(OC)cc1)C(=O)COc1cccc2c1OC(C)(C)C2 | -6% | -5% | 8% | i | 0% | 0.0% | 2% | ? | 3
CCC(C)N(C(=O)CSc1ncnc2c1cnn2-c1ccccc1)C1CCS(=O)(=O)C1 (stereo not given) | 3% | 3% | -9% | i | -17% | 2.7% | ? | -19% | -10
CC(C)Cc1nc(N2CCCCC2)c(C#N)c2c1CCC2 | 18% | -31% | ? | i | 2% | -0.6% | 0% | 13% | 51
Cc1c(C(=O)N2CCCC2)oc2ccc(Br)cc12 | 29% | -3% | 24% | i | 0% | 3.3% | -2% | 9% | -6
Cc1ccsc1C(=O)NNC(=O)C1CC=CCC1C(=O)O (stereo not given) | 18% | -4% | 2% | i | -3% | 3.2% | -8% | 10% | -6
Cc1noc(C)c1S(=O)(=O)Nc1ccc(C(C)C)cc1 | . | -24% | 23µM* | . | -2% | 0.2% | -35% | 8% | 7
c1ccc(Nc2nc(-c3ccccc3)nc3ccccc23)cc1 | -18% | -41% | ? | i | 0% | -0.5% | -29% | -17% | -7
CC(NC(=O)c1ccco1)c1cccc2ccccc12 (stereo not given) | -12% | -1% | -1% | i | 14% | 0.3% | -8% | 12% | 10
Cc1ccc(C)c(N2CCN(Cc3csc(C)c3)CC2)c1 | . | -33% | . | . | -2% | 0.5% | -32% | 9% | .
CCOc1cc(C(=O)OCc2ccc(OC)cc2)ccc1OCC(=O)N1CCOCC1 | . | -1% | 1% | i | ? | -0.2% | 2% | 1% | -12
Fc1ccccc1-c1nnc2n1N=C(c1ccc(OC(F)F)c(OCC3CC3)c1)CS2 | 11% | -2% | -18% | i | -2% | 3.1% | -8% | -7% | .
CN(C)CCCN(C(=O)CCc1ccccc1)c1nc2ccc(Cl)cc2s1 | ? | -105% | ? | i | -3% | -2.5% | ? | 2% | .
Cc1cc(C(=O)Nc2ccccc2C)on1 | -2% | -4% | 1% | i | 0% | 2.8% | -2% | ? | -3
CCOC(=O)c1cc(-c2ccccc2)n(CC(=O)Nc2cc(OC)cc(OC)c2)c1C | -7% | -15% | ? | i | 3% | 3.7% | ? | -18% | 1
CC(=O)N1CCCc2cc(S(=O)(=O)N3CCCC(C(=O)N4CCN(c5cc(C)ccc5C)CC4)C3)ccc21 (stereo not given) | 20µM* | -4%&-23% | 14% | 25µM*! | -10%&-11% | -0.8%&-1.5% | 13µM* | 7.3µM* | -78*
CCN(C(=O)CSc1ncccc1C(=O)OC(C)C)c1cccc(C)c1 | -20% | -30% | -6% | i | 2% | 2.4% | -21% | -20% | -20
CN1COc2ccc3ccccc3c2C1 | -9% | -5% | -7% | i | 0% | -0.1% | -5% | -6% | 9
CCOc1cc(CNC(=O)C(NS(=O)(=O)c2cccs2)C(C)C)cc(OCC)c1OCC (stereo not given) | 1% | -15% | . | ? | -3% | -0.5% | -1% | . | .
CCOC(=O)C1=C(COC(=O)CNS(=O)(=O)c2ccc(NC(C)=O)cc2)NC(=O)NC1C (stereo not given) | -9% | 2% | 3% | i | 5% | 0.0% | 0% | 4% | -12
